# SENP8 block: blocks human SENP8 cleavage of Nedd8 substrate. recombinant SENP8, Nedd8 substrate fluorescence. AID 602440. Q96LD8. inhibition, % at 20 µM. 360,000 compounds, 0.64% hits; in the data active = inhibition mostly above about 40%, no sharp cut-off; inactive = mostly below about 27%
# Target sequence (Q96LD8 whole entry, looked up): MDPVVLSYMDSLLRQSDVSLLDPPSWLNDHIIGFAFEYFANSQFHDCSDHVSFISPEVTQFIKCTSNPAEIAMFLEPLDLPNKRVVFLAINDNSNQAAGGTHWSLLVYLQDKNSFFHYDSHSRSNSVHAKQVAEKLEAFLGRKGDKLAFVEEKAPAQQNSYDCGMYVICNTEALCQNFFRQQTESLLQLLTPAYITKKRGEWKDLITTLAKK
# GRIN3A LBD mod: modulators (binders) of human NR3A ligand-binding domain | NR3A LBD differential scanning fluorimetry, Tm shift; 0% = protein alone, 100% = glycine-bound protein | Tm shift relative to glycine control, % at 25 µM | 340,000 compounds, 2.5% hits;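 active = melting temperature shift of at least 10% of the positive control shift, at one fixed dose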
# MPTP inh: blocks calcium-induced mitochondrial swelling. inhibition, % at 10 µM. isolated mouse mitochondria, Ca2+ swelling absorbance, 30 min. 360,000 compounds, 1.4% hits;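 active = inhibition of 50% or more, scaled per plate between neutral and stimulator controls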;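 note: 0% = DMSO wells given calcium and 100% = 1 mM EGTA wells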
# ATG4B inhibitor: ATG4B (human) cysteine protease inhibition. Q9Y4P1. ATG4B cleavage of LC3-PLA2, NBD-HPC fluorescence, 1 h. inhibition, % at 8.33 µM. 340,000 compounds, 0.51% hits. AID 504462; in the data active = inhibition above about 40%
# HKDC1 inh: HKDC1 (human) hexokinase inhibition | Q2TB90 | recombinant HKDC1, G6PDH/diaphorase resazurin coupled fluorescence | inhibition, % at 20 µM | 340,000 compounds, 0.16% hits | AID 493160;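 active = inhibition above about 35% when tested at 20 µM, limit read from the data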;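 note: plate controls were DMSO wells with enzyme for no effect and DMSO wells lacking enzyme for full effect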
# Target sequence (Q2TB90 whole entry, looked up): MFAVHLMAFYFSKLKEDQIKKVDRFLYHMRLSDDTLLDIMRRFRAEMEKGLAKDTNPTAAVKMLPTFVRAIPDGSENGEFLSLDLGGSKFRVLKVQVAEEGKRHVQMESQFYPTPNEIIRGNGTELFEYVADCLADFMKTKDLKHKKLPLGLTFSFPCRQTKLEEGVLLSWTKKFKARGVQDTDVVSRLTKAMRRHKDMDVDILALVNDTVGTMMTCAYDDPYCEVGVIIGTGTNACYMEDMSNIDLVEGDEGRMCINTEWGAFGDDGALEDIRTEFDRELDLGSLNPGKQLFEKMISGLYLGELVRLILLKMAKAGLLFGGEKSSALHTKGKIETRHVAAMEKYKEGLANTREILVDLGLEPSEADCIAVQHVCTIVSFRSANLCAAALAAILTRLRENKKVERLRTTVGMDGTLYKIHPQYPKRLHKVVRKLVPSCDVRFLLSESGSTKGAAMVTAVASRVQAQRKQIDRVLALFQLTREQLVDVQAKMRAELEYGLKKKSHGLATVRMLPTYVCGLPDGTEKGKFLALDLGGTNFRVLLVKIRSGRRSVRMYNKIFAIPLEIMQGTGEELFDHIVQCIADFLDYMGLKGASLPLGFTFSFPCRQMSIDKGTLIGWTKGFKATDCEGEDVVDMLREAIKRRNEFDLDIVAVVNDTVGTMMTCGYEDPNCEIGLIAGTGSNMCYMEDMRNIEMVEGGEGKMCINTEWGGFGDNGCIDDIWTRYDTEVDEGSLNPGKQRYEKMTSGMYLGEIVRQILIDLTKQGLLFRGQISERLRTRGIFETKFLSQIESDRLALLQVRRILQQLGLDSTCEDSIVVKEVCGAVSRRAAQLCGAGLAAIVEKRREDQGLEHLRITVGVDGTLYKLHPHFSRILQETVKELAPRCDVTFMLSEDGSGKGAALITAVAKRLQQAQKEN
#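 Material – in-house recombinant HK5 (HKDC1) enzyme · Quantity – HKDC1 at 5 µg/mL · Buffer or medium – pH 8.0 Tris buffer with 10 mM MgCl2 · Reagent – glucose with 1 mM ATP · Dosing – single 20 µM dose · Times – reaction time 90 min, room temperature, protected from light · Technique – resorufin fluorescence at 613 nm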
# SENP7 block: blocks the human protease SENP7. Q9BQF6. recombinant SENP7, Z-RLRGG-aminoluciferin luminescence, 40 min. inhibition, % at 5 µM. 330,000 compounds, 1.5% hits. AID 434973;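 active = inhibition above about 50% at the single test dose, limit read from the data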;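 note: plate controls were DMSO with enzyme for no effect and no enzyme buffer wells for full effect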
# PfG6PD inh: PfG6PD (Plasmodium falciparum) enzyme inhibition | PfGluPho enzyme, NADPH resazurin-diaphorase fluorescence | inhibition, % at 20 µM | 350,000 compounds, 0.78% hits;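 active = inhibition reaching at least a set limit at 20 µM in the primary screen, cut at about 59% in these data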;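 note: 0% = DMSO wells with substrate and 100% = DMSO wells lacking glucose-6-phosphate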
# SENP6 block: inhibitors of human SENP6 protease. 330,000 compounds, 1.8% hits. inhibition, % at 10 µM. Recombinant SENP6 catalytic domain, aminoluciferin luminescence. Q9GZR1;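 active = inhibition above about 50% at the single tested dose, limit read from the data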;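 note: plate controls were DMSO wells with enzyme for no effect and DMSO wells lacking enzyme for full effect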
# Starred values were filed as active, the others as inactive; . = not tested or not shown. Compounds were not picked by outcome; any-hit rate near 6.9%.
no.	molecule	SENP6 block	MPTP inh	SENP7 block	HKDC1 inh
1	CN1CCC(=NNC(=O)C(=O)Nc2ccccc2)CC1	-13	0.3	5	-10
2	CN(CCc1ccccn1)C(=O)CC1C(=O)NCCN1Cc1ccc(-c2ccccc2)cc1 (centres undefined)	-1	-2.0	-3	1
3	O=C(CCS(=O)(=O)c1ccc(Cl)cc1)NCCc1c[nH]c2ccccc12	-17	0.6	2	1
4	CCOC(=O)c1ccc(N2C(=O)CC(Sc3nc(C)cc(C)n3)C2=O)cc1 (centres undefined)	1	0.1	-7	-6
5	N#Cc1cn(-c2ccccc2)nc1-c1ccco1	9	4.9	3	3
6	Cc1ccc(N(CC(=O)NCc2ccncc2)S(C)(=O)=O)cc1Cl	0	-0.5	7	0
7	C[C@H](NC(=O)c1nc[nH]c1C(=O)N1CCN(C(=O)OC(C)(C)C)CC1)C(=O)OCc1ccccc1	1	1.4	1	-4
8	CC(=O)c1cc2c(cc1NS(=O)(=O)c1ccc(C)cc1)OCCO2	-6	1.5	11	-1
9	Cc1ccc(-n2nnc3c(=O)n(Cc4cccc(C)c4)cnc32)cc1	-24	23	9	-1
10	O=C(COC(=O)Cc1ccccc1[N+](=O)[O-])NC1CCCC1	-14	-0.3	-9	-5

no.	SENP8 block	ATG4B inhibitor	GRIN3A LBD mod	PfG6PD inh
1	6	-8	1	2
2	-21	2	1	-3
3	-2	-11	-2	4
4	11	-2	0	13
5	4	-6	1	-4
6	5	6	3	-24
7	16	-5	-2	1
8	18	-5	2	30
9	11	4	-2	-17
10	7	-2	-2	5

# Additional results follow:
no.	molecule	SENP6 block	MPTP inh	SENP7 block	HKDC1 inh
11	Cc1ccc(N2CC(C(=O)Nc3ccc(N4CCOCC4)cc3)CC2=O)cc1C (centres undefined)	-21	-0.2	-12	-8
12	CCOc1cc(-c2nc(-c3ccccc3)c(-c3cc([N+](=O)[O-])ccc3C)[nH]2)ccc1O	5	16	-4	3
13	CCOCCn1c(-c2ccccc2)nc2ccccc21	-16	2.0	1	-5
14	CCOc1ccc(NC(=O)CSc2nc3ccccc3c(=O)n2CCCC(=O)N2CCCC2)cc1	-1	5.1	3	1
15	CNC(=O)c1[nH]cnc1C(=O)N[C@@H](Cc1ccccc1)C(=O)OC(C)(C)C	-4	2.0	-5	1
16	N#CCCN(C(=O)CSc1nc2nc(-c3cccs3)cc(C(F)(F)F)c2c(=O)[nH]1)c1ccccc1	6	6.9	13	-5
17	O=C(C=C=Nc1ccccc1)C(=O)N=C=Cc1ccccc1	-8	6.3	-7	6
18	O=C(NC(=S)NNC(=O)c1cc2ccccc2cc1O)c1ccco1	15	1.9	45	-33
19	O=C1NC(=O)C2(CCCC2c2ccccc2)N1 (centres undefined)	.	-2.1	.	-4
20	CCn1cc(C(=O)NCCCN2CCC(C)CC2)c2cc(OC)c(OC)cc2c1=O	-15	-0.1	-1	-1

no.	SENP8 block	ATG4B inhibitor	GRIN3A LBD mod	PfG6PD inh
11	18	7	-1	-3
12	14	-7	4	29
13	21	5	3	25
14	13	-5	2	2
15	10	10	2	9
16	-426	-6	-6	-35
17	-5	3	5	-18
18	8	-6	11*	-26
19	5	-19	-1	-5
20	-2	-9	0	-2

# (further entries)
no.	molecule	SENP6 block	MPTP inh	SENP7 block	HKDC1 inh
21	COc1ccc(CCNC(=O)C2CCC(CNS(=O)(=O)c3ccc(F)cc3)CC2)cc1OC (centres undefined)	-24	-0.3	5	-2
22	COc1ccc(OCc2cn(CC(=O)c3ccc(O)cc3)nn2)cc1	.	-0.9	.	28
23	Cc1cccc(N/C(=N\S(=O)(=O)c2ccccc2)C(F)(F)F)c1	-7	2.2	7	-3
24	COc1ccc(C2CC(C(F)(F)F)n3ncc(C(=O)NCC4CCCO4)c3N2)cc1OC (centres undefined)	-18	1.0	-1	-5
25	Cc1ccc2nsnc2c1N(S(C)(=O)=O)S(C)(=O)=O	-18	-0.1	-12	3
26	CCc1ccc(-c2nn[nH]n2)cc1	2	-0.5	-2	-12
27	CCc1nc2c(s1)CCc1onc(-c3ccc(Cl)cc3)c1-2	-11	1.4	-13	0
28	O=C(NCc1ccccc1)c1ccc(Cl)cc1	2	.	9	-3
29	O=C(CSc1nccn1Cc1ccco1)Nc1ccccc1F	-6	-1.3	-4	-5
30	COc1ccc(C2NC(=S)NC3=C2CCCC3=C2SCCS2)cc1 (centres undefined)	-12	-2.6	4	-4

no.	SENP8 block	ATG4B inhibitor	GRIN3A LBD mod	PfG6PD inh
21	15	0	0	-3
22	22	-1	-7	-5
23	33	1	-1	-2
24	-15	-4	1	-4
25	-11	0	-2	7
26	10	-6	-9	-16
27	25	4	-6	-8
28	.	-5	-2	3
29	13	0	1	9
30	7	4	1	-5

# Remaining list, next part:
no.	molecule	SENP6 block	MPTP inh	SENP7 block	HKDC1 inh
31	N#Cc1nc(-c2ccco2)oc1N1CCN(c2ccccc2)CC1	-28	-0.8	0	-2
32	O=C(NCCO)Nc1ccc2nsnc2c1	8	5.3	5	-6
33	CCN(Cc1ccccc1)C(=S)NC(=O)c1ccccc1Br	-3	0.0	-8	0
34	CCOC(=O)N1CCC(=NNC(=O)COc2cccc(C)c2)CC1	-14	-0.9	-5	-12
35	CCC1Oc2ccccc2N(CC(=O)Nc2ccc3c(c2)OCCO3)C1=O (centres undefined)	-13	-1.3	-4	-10
36	Cc1cc(=O)oc2cc(OC(C)C(=O)N3CCOCC3)ccc12 (centres undefined)	5	2.8	-3	-5
37	COc1ccc(CNC(=O)/C=C/c2ccc(S(=O)(=O)NCc3ccco3)cc2)cc1OC	7	12	-5	-11
38	O=C(C1=C[C@@H](c2ccccc2)C[C@@H](OCCCCO)O1)N1CCN(Cc2ccc3c(c2)OCO3)CC1	-18	-0.2	-7	-3
39	CSc1nnc(CNS(=O)(=O)c2ccc(F)cc2)n1C	-16	0.0	-9	-5
40	CC(C)C(NS(=O)(=O)c1cccs1)C(=O)NCc1ccc2c(c1)OCO2 (centres undefined)	-8	-1.5	12	-3

no.	SENP8 block	ATG4B inhibitor	GRIN3A LBD mod	PfG6PD inh
31	-92	3	-1	-15
32	-388	7	1	2
33	12	-5	1	-21
34	14	0	-4	-2
35	9	-2	2	7
36	-127	0	0	-3
37	11	-15	2	15
38	18	-17	2	2
39	6	-6	-1	-3
40	-1	-14	1	0

# (cont.)
no.	molecule	SENP6 block	MPTP inh	SENP7 block	HKDC1 inh
41	COc1ccc(C(=O)COC(=O)c2cccs2)cc1	94*	-0.6	100*	-6
42	CN(C(=O)c1cccc(NC(=O)Cc2ccc(NC(=O)C3CCCN(C(=O)c4ccccc4)C3)cc2)c1)C1CCC1 (centres undefined)	.	-0.7	.	-3
43	Cc1ccccc1NC(=O)CN1C(=O)COc2ccc(Cl)cc21	6	-0.9	-5	-10
44	COCCN(C(=O)COC(=O)/C=C/c1ccccc1Cl)c1c(N)n(Cc2ccccc2)c(=O)[nH]c1=O	-4	2.3	7	-7
45	COc1ccc(-c2cc(C(=O)Nc3ccc4c(c3)OCO4)no2)cc1OC	0	0.9	-14	-3
46	Cc1cc(-c2ccccc2)nc(Nc2nc3c(C)cccc3c(=O)[nH]2)n1	.	2.6	.	4
47	COc1ccc(Cc2nc3ccc(C(=O)N4CCCC4)cc3o2)cc1	5	-0.3	4	-4
48	CC[n+]1c(/C=C/Nc2ccccc2)oc2ccc(OC)cc21	-4	0.4	6	4
49	Cc1ccccc1N1CC(C(=O)Nc2ccncc2)CC1=O (centres undefined)	-6	-0.6	10	13
50	C[n+]1c2n(c3ccccc31)N=C(c1cc(C(C)(C)C)c(O)c(C(C)(C)C)c1)CS2	-14	94*	5	1

no.	SENP8 block	ATG4B inhibitor	GRIN3A LBD mod	PfG6PD inh
41	10	9	2	4
42	-7	-13	1	7
43	20	-6	1	13
44	12	-8	2	-10
45	-72	3	-1	-10
46	7	-7	2	20
47	9	0	0	7
48	-64	1	-1	26
49	15	2	-1	8
50	20	11	-6	-8

# Part of the list above in order of length of the SMILES, rising.
no.	molecule	SENP6 block	MPTP inh	SENP7 block	HKDC1 inh
41	COc1ccc(C(=O)COC(=O)c2cccs2)cc1	94*	-0.6	100*	-6
49	Cc1ccccc1N1CC(C(=O)Nc2ccncc2)CC1=O (centres undefined)	-6	-0.6	10	13
43	Cc1ccccc1NC(=O)CN1C(=O)COc2ccc(Cl)cc21	6	-0.9	-5	-10
47	COc1ccc(Cc2nc3ccc(C(=O)N4CCCC4)cc3o2)cc1	5	-0.3	4	-4
45	COc1ccc(-c2cc(C(=O)Nc3ccc4c(c3)OCO4)no2)cc1OC	0	0.9	-14	-3
50	C[n+]1c2n(c3ccccc31)N=C(c1cc(C(C)(C)C)c(O)c(C(C)(C)C)c1)CS2	-14	94*	5	1
44	COCCN(C(=O)COC(=O)/C=C/c1ccccc1Cl)c1c(N)n(Cc2ccccc2)c(=O)[nH]c1=O	-4	2.3	7	-7

no.	SENP8 block	ATG4B inhibitor	GRIN3A LBD mod	PfG6PD inh
41	10	9	2	4
49	15	2	-1	8
43	20	-6	1	13
47	9	0	0	7
45	-72	3	-1	-10
50	20	11	-6	-8
44	12	-8	2	-10

# Later entries
no.	molecule	SENP6 block	MPTP inh	SENP7 block	HKDC1 inh
51	CON1C(=O)C(=O)N(OC)C(C)(C)C1(C)C	-2	0.5	3	-9
52	O=C1C=C(N(CCO)CCO)C2(CCCCC2)O1	7	0.5	-1	-11
53	CSc1nc(NS(=O)(=O)c2cc(Br)ccc2Br)cc(=O)[nH]1	5	1.0	-7	-4
54	CCCc1ccc(OCc2ccc(C(=O)N/N=C/c3cccc([N+](=O)[O-])c3)o2)c(OC)c1	-3	-2.1	-1	-2
55	CCCSc1ccc([C@H]2N[C@@](C)(C(=O)OC)[C@H]3C(=O)N(CC)C(=O)[C@@H]23)cc1	4	1.4	3	-6
56	COc1ccc(OC)c(CN2CCN(C(=O)c3ccc(S(=O)(=O)Nc4ccccc4F)cc3)CC2)c1	11	0.9	-4	-2
57	O=C(CNC(=O)c1ccccc1)NCCCSc1ccccc1	-17	-0.5	-10	-5
58	O=C(COc1cccnc1[N+](=O)[O-])N1CCN(C(=O)c2ccco2)CC1	-6	0.7	7	5
59	CC(Nc1ccc(Cl)cc1)c1cc(Cl)ccc1O (centres undefined)	-10	4.9	-8	-1
60	CCOC(=O)CSc1nc(C)c(C(C)=O)cc1C#N	-3	0.6	-7	-4

no.	SENP8 block	ATG4B inhibitor	GRIN3A LBD mod	PfG6PD inh
51	-2	-4	-1	0
52	9	-1	1	-4
53	7	-9	-8	18
54	18	-14	-2	2
55	5	5	-2	-3
56	-5	-46	2	-15
57	8	-11	0	6
58	9	0	1	22
59	26	-13	-5	17
60	6	6	-2	-10

# Sorted by the number under HKDC1 inh (falling): 3 of the compounds above.
entry	Compound	HKDC1 inh
58	O=C(COc1cccnc1[N+](=O)[O-])N1CCN(C(=O)c2ccco2)CC1	5
15	CNC(=O)c1[nH]cnc1C(=O)N[C@@H](Cc1ccccc1)C(=O)OC(C)(C)C	1
6	Cc1ccc(N(CC(=O)NCc2ccncc2)S(C)(=O)=O)cc1Cl	0

# Other structures follow:
no.	molecule	SENP6 block	MPTP inh	SENP7 block	HKDC1 inh
61	O=c1c2oc3ccccc3c2ncn1Cc1ccccc1Cl	-9	-1.2	1	1
62	COc1ccc(-c2nnc(SC(C(=O)c3c[nH]c4ccccc34)c3ccccc3)n2N)cc1OC (centres undefined)	3	4.3	-2	-2
63	COc1ccccc1NC(=O)C1(c2ccccc2)CCCC1	-22	-1.9	9	-5
64	COc1cc2c(cc1NC(=O)CN(C)Cc1ccc(OC)c(OC)c1)oc1ccccc12	5	1.4	6	-4
65	Cc1nc2ncnn2c(C)c1Cc1cccc(C(F)(F)F)c1	-6	-4.0	-2	0
66	CCc1cc(=O)oc2c(CNCc3ccccc3F)c(O)c(Cl)cc12	-10	-0.7	-1	7

no.	SENP8 block	ATG4B inhibitor	GRIN3A LBD mod	PfG6PD inh
61	12	-6	0	-4
62	7	-13	-8	22
63	2	3	0	-5
64	-9	7	-3	15
65	8	1	0	-7
66	-307	-10	0	8
